SR-BI DiI inh: blocks mouse SR-BI lipid uptake from DiI-HDL; AID 488896; ldlA[mSR-BI] CHO cells, DiI-HDL uptake fluorescence, 3 h; Q61009; inhibition, % at 12.5 µM; actives 0.96% (n = 320,000);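 active = mean replicate inhibition of at least 70% and a set share of replicates each scoring 70 or more; inconclusive = meets just one of the two criteria; inactive = fails both criteria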;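 also: 0% = median of neutral control wells and 100% = median of positive control wells; values of inactives mirror those of a sister screen read the other way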
Target sequence (Q61009 whole entry, looked up): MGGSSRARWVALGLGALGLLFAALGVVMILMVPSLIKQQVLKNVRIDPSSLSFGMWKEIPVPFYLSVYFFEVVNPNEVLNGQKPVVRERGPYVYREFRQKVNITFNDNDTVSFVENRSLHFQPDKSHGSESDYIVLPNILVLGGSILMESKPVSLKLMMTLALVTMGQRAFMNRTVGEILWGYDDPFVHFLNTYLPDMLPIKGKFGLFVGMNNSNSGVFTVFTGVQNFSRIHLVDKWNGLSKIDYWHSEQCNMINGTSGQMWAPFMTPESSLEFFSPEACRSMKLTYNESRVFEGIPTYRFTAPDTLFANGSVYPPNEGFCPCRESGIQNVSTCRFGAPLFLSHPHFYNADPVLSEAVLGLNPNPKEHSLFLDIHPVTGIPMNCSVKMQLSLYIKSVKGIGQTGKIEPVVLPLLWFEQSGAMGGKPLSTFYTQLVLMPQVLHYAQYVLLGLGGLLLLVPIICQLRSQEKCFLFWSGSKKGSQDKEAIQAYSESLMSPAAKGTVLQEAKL
AddAB inh: less growth of phage-infected E. coli with AddAB. E. coli expressing H. pylori AddAB, absorbance growth. inhibition, % at 11.9 µM. actives 0.29% (n = 330,000). AID 435030; in the data active = inhibition above about 12%;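 also: 0% = vehicle wells of infected cells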
Ecoli viability: reduces bacterial viability in AddAB counter-screen; E. coli V3065 growth, OD600 absorbance, 18 h; inhibition, % at 11.9 µM; actives 0.27% (n = 330,000);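 active = inhibition above the campaign's mean inhibition across all tested compounds plus 3 SD, cut at about 9.9% in these data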;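 also: uninfected addAB+ strain grown without phage in ampicillin broth; 0% = DMSO wells and 100% = ciprofloxacin 0.95 µg/ml wells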
Tat export inh: E. coli Tat transport inhibition; AID 488895; E. coli MC4100 TorA-mCherry Tat export, fluorescence; inhibition, % at 10 µM; actives 0.036% (n = 340,000);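 active = mean replicate inhibition at least 50% and at least half of replicates individually reaching 50%; inconclusive = only one of the two criteria met; inactive = neither criterion met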;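 also: exported cargo escapes ClpAP degradation while cytoplasmic cargo is degraded and loses fluorescence; 0% = median of neutral control wells and 100% = median of NaSCN control wells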
Wnt act: activates Wnt/beta-catenin signaling in a reporter cell assay; actives 1.2% (n = 300,000); activator, plate reader; activation, % at 9.35 µM; AID 743398; in the data active = activation above about 30%, passing the limit was not always enough; inconclusive = no clear call, values can overlap the other calls;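 also: 0% = neutral control wells and 100% = positive control wells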
MITF act: activators of MITF-driven TRPM1 promoter activity in SK-MEL-5 cells. actives 0.75% (n = 300,000). activation, % at 12.5 µM. SK-MEL-5 TRPM1-promoter luciferase, 24 h; % of positive control, neutral wells = 0;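 active = mean activation of at least 80% with every replicate also reaching 80%; inconclusive = mean reaches 80% but some replicate falls short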;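 also: 0% = neutral control wells and 100% = parthenolide positive control wells; values of inactives mirror those of a sister screen read the other way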
CAL PDZ FP-1: blocks peptide binding to the human CAL PDZ domain; purified CAL PDZ, TMR-peptide fluorescence polarization, 1 h; AID 602252; inhibition, % at 24.9 µM; Q9HD26; actives 0.92% (n = 300,000);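 active = mean inhibition of at least 30% with at least half of replicates also reaching 30%; inconclusive = no clear call, values can overlap the other calls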;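 also: 0% = DMSO neutral control and 100% = excess unlabeled competitor peptide PRC23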
SR-BI DiI-HDL act: enhances SR-BI lipid uptake from DiI-HDL; AID 504775; actives 0.096% (n = 320,000); activation, % at 12.5 µM; CHO ldlA[mSR-BI] cells, DiI-HDL uptake fluorescence, 3 h; 100 = double the neutral-control signal;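 active = mean replicate activation of at least 60% and every replicate at or above 60%; inconclusive = mean or all-replicate condition met, but not both; inactive = mean below 60% and not all replicates reaching 60%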;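 also: 0% = median plate neutral-control signal and 100% = twice that signal; values of inactives mirror those of a sister screen read the other way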
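Test system: SR-BI-overexpressing, LDLR-lacking CHO cells. Measured by: DiI fluorescence, bottom read. Medium: Ham's F12 with 0.5% BSA, HEPES 25 mM, pH 7.4. Timing: 3 h uptake period with compound, 37 °C.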
CAL PDZ FP-2: human CAL PDZ-peptide interaction inhibition; Q9HD26; purified CAL PDZ, TMR-peptide fluorescence polarization, 1 h; inhibition, % at 20 µM; AID 504414; actives 0.02% (n = 330,000);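 active = highest replicate inhibition of at least 40%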;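 also: plate controls were DMSO neutral control wells for no effect and unlabeled competitor peptide control wells for full effect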
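System: tagged CAL PDZ domain. Schedule: 1 h room-temperature incubation prior to read. Signal: fluorescence polarization (mP). Measure: percent inhibition from loss of millipolarization.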
phage Ecoli inh: E. coli growth loss with phage present. growth absorbance. inhibition, % at 11.9 µM. actives 0.26% (n = 360,000). AID 651602; in the data active = inhibition above about 11%
Starred values were filed as active, the others as inactive; ? = inconclusive; · = no result given; & = joins results of further samples.

SMILES	SR-BI DiI inh	AddAB inh	Ecoli viability	Tat export inh	Wnt act	MITF act	CAL PDZ FP-1	SR-BI DiI-HDL act	CAL PDZ FP-2	phage Ecoli inh
O=C(c1cc(-c2ccc(Cl)cc2Cl)on1)N1CCOCC1	8	0.9	0.9	-5	8	-10	-2	-8	-3.0	-1.2
COc1ccc(N2C(=O)C3CC=C(Cl)CC3C2=O)cc1 (stereo not drawn)	-21	1.0	0.4	-2	0	-8	-1	21	-1.8	-0.4
COc1cc(/C=N/NC(=O)CC23CC4CC(CC(C4)C2)C3)cc(Br)c1OCC(=O)N(C)C	26	1.1	0.3	17	-3	0	-8	-26	-8.8	1.3
Cc1ccc(S(=O)(=O)N(CC(=O)NCC2CCCO2)C2CCCCC2)cc1 (stereo not drawn)	-2	3.6	1.1	-5	0	9	1	2	-1.8	0.1
Cc1cc(C(=O)N2CCC(C(F)(F)F)n3nccc32)on1 (stereo not drawn)	-27	3.5	-1.0	0	2	·	·	27	0.1	0.0
COC(=O)c1ccc(NC(=O)N2CCC(O)(c3cccnc3)CC2)cc1	-2	1.7	-0.7	?	·	17	-2	2	-0.4	-1.9
Nc1nc(SCC(=O)c2cccs2)n[nH]1	21	1.2	-1.8	-2	-1	-5	·	-21	-0.3	2.4
CCOc1ccc(C(C)(O)CN2CCOCC2)cc1 (stereo not drawn)	-2	0.3	0.5	4	·	15	-3	2	-0.5	4.3
CC(OC(=O)CCCN=C1NS(=O)(=O)c2ccccc21)C(=O)NC1CCCCC1C (stereo not drawn)	-22	0.6	-0.1	6	0	12	·	22	0.5	1.6
CCN(CC(=O)Nc1c(F)cccc1F)C(=O)c1ccc(C(F)(F)F)cc1	3	0.4	-2.2	-9	-1	18	1	-3	-0.9	-0.3
CC1(C)C2CC=C(/C=N/NC(=S)Nc3cccnc3)C1C2 (stereo not drawn)	-16	0.3	1.0	-2	-1	-10	-2	16	-2.2	1.6
O=c1c(Cl)c(NS(=O)(=O)c2ccccc2)cnn1-c1ccccc1	-15	1.3	-2.2	2	2	2	-2	15	0.0	1.1
Cn1c(CCN2CCOCC2)nc2cc(NC(=O)COc3ccccc3)ccc21	-29	1.3	-3.9	6	-2	·	-4	29	-3.8	1.6
COc1ccc(N2CCN(C(C)C(=O)N3CCc4ccccc43)CC2)cc1 (stereo not drawn)	·	1.2	1.3	16	-1	-14	-6	·	-2.6	0.5
CCC(C)NC(=O)c1cc(OC)c(OC)c(OC)c1 (stereo not drawn)	-22	0.0	0.6	-5	2	2	·	22	-0.2	·
Cc1cc([N+](=O)[O-])nn1CC(=O)NCc1ccco1	-15	4.2	4.7	7	0	3	0	15	-2.9	5.5
Cc1ccc(C(=O)NC(=S)Nc2ccc(S(=O)(=O)N3CCN(C)CC3)cc2)cc1	27	0.6	0.4	4	·	-4	-1	-27	·	-0.3
COc1ccc(-n2c(Cc3cccn3C)nnc2SCC(=O)Nc2ccc(Cl)cc2)cc1	16	3.5	0.3	10	-1	-3	·	-16	-0.4	2.4
CC(=O)c1ccc(NC2c3ncccc3C(=O)N2Cc2ccc(F)cc2)cc1 (stereo not drawn)	-11	1.2	0.1	25	·	10	·	11	2.1	2.0
COc1ccc(CCN2CC(O)=C(c3nc4ccccc4c(=O)[nH]3)C2=N)cc1OC	3	1.3	0.4	-3	·	·	-2	-3	-2.6	3.8
Cc1ccc(C2=N/C(=C\N3CCCCC3)C(=O)O2)cc1	5	2.6	-1.0	-1	63*	?	0	-5	0.0	2.6
O=C(N=Nc1c(O)[nH]c2ccccc12)c1ccco1	-5	-0.2	-0.7	-2	14	25	1	5	-0.8	5.0
COc1ccc(OC)c(NC(=O)c2cnc3n(c2=O)CCS3)c1	25	4.1	-0.2	-6	-1	10	·	-25	-0.7	2.1
CC(C)(C)SCCNC(=O)CN1C(=O)c2cccc3cccc1c23	-35	1.6	-2.5	-7	1	·	-3	35	0.3	-1.1
OC[C@H]1O[C@H](OCCc2ccc(O)cc2)[C@H](O)[C@@H](O)[C@@H]1O	3	2.2	-0.6	-5	1	1	-3	-3	0.1	0.8
COCCCNC(=O)c1cc2cc(Br)ccc2oc1=O	-15	0.3	0.1	7	-1	15	-1	15	-2.0	1.2
CCOC(=O)Cn1nc(C)n(-c2ccccc2)c1=O	-31	-0.5	-1.7	4	·	-2	-4	31	-0.9	3.0
Cc1cc(OCC(=O)OCC(=O)N2c3ccccc3NC(=O)C2(C)C)ccc1Cl	-15	1.9	-3.5	11	2	3	-9	15	0.2	1.1
CC(=O)N1CCN(c2ccc(NCc3ccc(Br)o3)cc2)CC1	34	-1.0	0.4	-3	1	1	1	-34	0.5	2.9
Cc1ccc2nc(Cc3ccc(N)cc3)oc2c1	6	-0.8	-1.1	-3	·	·	-3	-6	-2.0	2.5
Cc1ccc(NC(=O)c2nc[nH]c2C(=O)N(C)Cc2ccccc2)cc1	-12	-3.7	-3.8	9	9	19	-3	12	-1.5	0.1
CCOC(=O)CSc1nnc(Cc2cc(=O)[nH]c(=O)[nH]2)n1-c1cccc(OC)c1	-18	-2.4	-1.7	2	-3	-2	-5	18	-4.5	2.0
COc1ccc(NC(=O)Nc2cccc3c2O[C@@H](CN(C)S(=O)(=O)c2cn(C)cn2)[C@@H](C)CN([C@H](C)CO)C3=O)cc1	4	2.9	1.1	4	-1	1	-1	-4	-0.9	0.2
CCOC(=O)Nc1ccc2c(CN3CCN(S(=O)(=O)c4ccc(C(C)C)cc4)CC3)cc(=O)oc2c1	-1	0.8	-3.0	5	-5	-1	-5	1	0.2	0.9
CCC1Oc2ccc(C)cc2N(CC(=O)NCCCN2CCCCC2C)C1=O (stereo not drawn)	-13	-1.4	-1.7	-4	-1	-2	-1	13	-2.0	2.4
COc1ccc(S(=O)(=O)N(C(=O)C(C)C)c2ccc3oc(=O)sc3c2)cc1	6	2.2	-2.9	3	-2	-5	-26	-6	-1.7	0.9
CN(c1ccc(OCC(=O)N2CCN(c3ccc(F)cc3)CC2)cc1)S(=O)(=O)c1cccs1	62	-0.1	-2.1	1	-6	7	·	-62	0.2	3.4
Cc1cc(NS(=O)(=O)c2ccc(NC(=O)/C=C/c3c(F)cccc3Cl)cc2)nc(C)n1	17	1.3	1.7	4	-4	1	-19	-17	-4.7	3.0
O=C(CSc1ccc(-c2cccc([N+](=O)[O-])c2)nn1)NCc1ccccc1	-2	0.2	-0.1	-4	-2	2	0	2	0.3	3.8
CCCCCCCCNC(C)C(O)c1ccc(SC(C)C)cc1 (stereo not drawn)	29&35	-1.3	-2.1	3&-2	1&-3	-83	0	-29&-35	-0.9	4.6
COc1ccc(C2SCCN2S(=O)(=O)c2ccc(F)cc2)cc1OC (stereo not drawn)	4	0.7	-0.2	4	·	-2	0	-4	-2.9	1.6
CCN(CC)c1ccc2cc(C(C)=O)c(=O)oc2c1	7	3.7	-0.1	0	28	12	2	-7	-1.4	1.4
CC(C)CCNC(=O)CCSCCC(=O)NCCC(C)C	-28	2.2	-1.6	5	0	11	-8	28	0.1	2.8
COCCCNC(=O)COc1cc2c(c3oc(=O)c(C)c(C)c13)CCC(C)(C)O2	28	-0.5	-0.3	-5	2	-6	-6	-28	-2.2	1.2
O=C(NCc1ccccc1)c1ccc(C(=O)N(C2CCCCC2)C2CCCCC2)cc1	61	1.5	2.1	10	·	-1	·	-61	-2.0	0.6
COc1cccc(NC(=S)Nc2ccc(O)cc2)c1	2	-0.2	-1.3	-4	5	28	-2	-2	0.1	-1.0
O=c1c2ccccc2n2c(-c3ccc(C(F)(F)F)cc3)nnc2n1Cc1ccccc1	32	3.0	1.2	1	-6	-2	-2	-32	0.1	1.3
CSc1cccc(NC(=O)c2nnn(CC(=O)Nc3cc(C)cc(C)c3)c2N)c1	0	2.5	-4.9	-4	-5	10	-2	0	-3.3	3.2
COc1ccc2c3c(c(=O)oc2c1OCC(=O)C(C)(C)C)CCCC3	20	2.0	-1.5	-3	·	10	-3	-20	·	2.4
C#CCOCCOCCOCCNc1nc(N2CCN(C(=O)[C@H](CO)n3cc([C@@H](N)C(C)C)nn3)CC2)nc(N2CCN(C(=O)[C@H](CO)n3cc([C@@H](N)C(C)C)nn3)CC2)n1	-16	·	·	-7	-1	-1	0	16	0.1	-1.5

Part of the list above, set out differently:
SMILES | SR-BI DiI inh | AddAB inh | Ecoli viability | Tat export inh | Wnt act | MITF act | CAL PDZ FP-1 | SR-BI DiI-HDL act | CAL PDZ FP-2 | phage Ecoli inh
O=C(NCc1ccccc1)c1ccc(C(=O)N(C2CCCCC2)C2CCCCC2)cc1 | 61 | 1.5 | 2.1 | 10 | · | -1 | · | -61 | -2.0 | 0.6
COc1cccc(NC(=S)Nc2ccc(O)cc2)c1 | 2 | -0.2 | -1.3 | -4 | 5 | 28 | -2 | -2 | 0.1 | -1.0

Next section:
SMILES	SR-BI DiI inh	AddAB inh	Ecoli viability	Tat export inh	Wnt act	MITF act	CAL PDZ FP-1	SR-BI DiI-HDL act	CAL PDZ FP-2	phage Ecoli inh
CC(=O)NC(C)c1ccc(Cl)c(Cl)c1 (stereo not drawn)	-4	2.1	0.7	-1	·	-6	-3	4	-1.1	3.5
COc1ccc(C(=O)CCN2CCc3cc(OC)c(OC)cc3C2)cc1	24	-0.8	2.1	-13	-2	-1	4	16	0.3	-0.8
COc1cc2c(cc1NC(=O)/C=C/c1cc(OC)c(OC)c(OC)c1)oc1ccccc12	17	1.8	-0.7	3	-2	0	2	-17	0.2	3.0
O=C1COCCOCCOCC(=O)NCCN1	-20	1.6	1.5	2	-2	-4	-1	20	0.9	4.3
CC(=O)Nc1ccc(NC(=O)COC(=O)[C@@H](NC(=O)c2ccc(F)cc2)C(C)C)cc1	19	0.9	-0.8	2	5	1	5	-19	-1.3	3.9
COC(=O)Cn1c(=NC(=O)c2cccc(OC)c2)sc2cc(OC)ccc21	34	-3.7	-2.2	-6	·	62	8	-34	-2.6	-1.0
Cn1c(=N)c(S(=O)(=O)c2ccc(F)cc2)cc2c(=O)n3ccccc3nc21	-12	3.5	2.1	-9	0	-3	-3	12	-2.1	2.0
Cc1ccc(NC(=O)C2=CC(c3ccc(C)cc3)=NS(=O)(=O)N2C)cc1	2	-0.2	0.9	-7	-2	3	·	-2	-0.5	2.7
O=C(CN1CCCC1)N1CCN(c2ccccc2)CC1	-21	4.3	0.9	-5	-1	0	·	21	-2.4	2.9
NC(=O)c1ncc(C(F)(F)F)cc1Oc1ccc(C(F)(F)F)cc1	1	4.0	0.5	2	·	-9	-3	-1	-0.4	1.4
O=C1CC2(CCN(C(=O)c3cccc([N+](=O)[O-])c3)CC2)Oc2ccccc21	-19	-0.9	4.0	6	-1	-10	-4	19	-1.1	3.0
C/C(=C\c1ccccc1)C(=O)NCCN1CCOCC1	-9	4.4	0.3	-4	0	0	-4	9	-1.6	3.7
O=C(O)CCC(=O)c1ccc2ccc3cccc4ccc1c2c34	·	-1.1	0.2	·	0	·	·	·	·	0.2

Screening results deposited in PubChem BioAssay by several laboratories.
